Assay outcomes: PubChem, Emory University Molecular Libraries Screening Center
14-3-3 PPI: alters human 14-3-3 gamma binding to Raf peptide; P61981; FP, 14-3-3gamma / TMR-pS259-Raf peptide binding; inhibition, % at 40 µM; 160,000 compounds, 0.19% hits; in the data active means inhibition above about 30%;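 further: 0% = protein plus tracer without compound and 100% = blank with tracer alone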
Target sequence (P61981 whole entry, looked up): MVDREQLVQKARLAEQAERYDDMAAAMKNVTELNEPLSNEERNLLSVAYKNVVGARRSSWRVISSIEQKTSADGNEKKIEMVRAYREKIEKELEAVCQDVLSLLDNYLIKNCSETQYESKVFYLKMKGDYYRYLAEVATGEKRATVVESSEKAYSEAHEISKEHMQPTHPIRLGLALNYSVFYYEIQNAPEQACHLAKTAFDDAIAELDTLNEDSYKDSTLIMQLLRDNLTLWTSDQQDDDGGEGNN
Active calls of the source: *; & = joins results of further samples. The list is partial, so the mix of outcomes need not match the whole.

SMILES | 14-3-3 PPI
CCOC(=O)C1=C(C)NC2=C(C(=O)CC(c3cccs3)C2)C1c1ccc(O)c(OCC)c1 (stereo unspecified) | 0
Cc1ccc(S(=O)(=O)N2CCN(Cc3nc4ccccc4n3C)CC2)cc1 | -7&-12
COC(=O)c1ccc(NC(=O)COc2ccc(S(=O)(=O)NC(C)C)cc2)cc1 | 8
Cc1ccc2[nH]c(=O)c(CN(CCc3ccccc3)Cc3nnnn3CC3CCCO3)cc2c1 (stereo unspecified) | 7
NS(=O)(=O)c1ccc(NC(=O)CN2CCN(Cc3ccccc3)CC2)cc1 | -3&-11
Cc1ccccc1C(=O)OCCN1CCCCC1 | -7
Cc1ccc2nsnc2c1S(=O)(=O)N1CCN(C23CC4CC(CC(C4)C2)C3)CC1 | 4
O=S(=O)(c1ccc(S(=O)(=O)N2CCN(C3CCCCC3)CC2)cc1)N1CCCCCC1 | 4
COc1cc(OC)c(NC(=O)Cn2cnc3sc(C)c(C)c3c2=O)cc1Cl | -5
Cc1cccc(-n2nc3c(c2NC(=O)CCC2CCCCC2)CS(=O)C3)c1C (stereo unspecified) | -3
NS(=O)(=O)c1ccc(NC(=O)Cc2ccc([N+](=O)[O-])cc2)cc1 | -3
O=C(Nc1ccc2oc(-c3cccc(Cl)c3)nc2c1)c1ccc2c(c1)OCCO2 | -6
COC(=O)C1=C(C)NC(=O)NC1/C=C/c1ccccc1 (stereo unspecified) | -5
CN(CCCNC(=O)c1cc(-c2ccncc2)nc2ccccc12)Cc1ccccc1 | -7
CC(C)c1ccc2oc(-c3ccc(NC(=O)c4ccccc4F)cc3)nc2c1 | 0
CC(=O)c1cccc(NC(=O)N2CCN(S(C)(=O)=O)CC2)c1 | 1
FC(F)Oc1cc(Cl)ccc1C1=CC(c2ccc(Cl)cc2)n2ncnc2N1 (stereo unspecified) | 4
C=C(C)c1cccc(C(C)(C)NC(=O)NCCCn2ccnc2)c1 | -9
Cc1cccc(NC(=O)c2c(NC(=O)c3cccnc3)sc3c2CCC3)c1 | -40
Cc1ccc(NS(=O)(=O)CC23CCC(CC2=O)C3(C)C)cc1 (stereo unspecified) | -2
CCCc1cc(=O)n2[nH]c(-c3ccccc3)cc2n1 | -5&-15
O=C(C1CC1)N1CCc2cc(Br)cc(S(=O)(=O)NC3CCN(Cc4ccccc4)CC3)c21 | -20
CC(C)OC(=O)c1c(NC(=O)c2ccc(Cn3cc(Cl)cn3)o2)sc2c1CCCC2 | 0
CCc1ccc(NC(=O)C2CCN(S(C)(=O)=O)CC2)cc1 | -3
O=C(NCC(=O)N(c1cccnc1)C(C(=O)NC1CCCC1)c1ccco1)c1cccs1 (stereo unspecified) | -8
O=[N+]([O-])c1cc(-c2nnc(-c3ccccc3)o2)ccc1N1CCCCCC1 | -10
COc1cccc(C=Cc2nc3ccccc3c(=O)n2-c2ccc(NC(C)=O)cc2)c1OC | 2
Cc1cc(NC(=O)c2cc(-c3ccc(Cl)s3)nc3ccccc23)no1 | -36
Cc1cc(N2CCN(c3ccccc3)CC2)n2nnnc2n1 | -1
O=C(c1ccc(CS(=O)c2ccccc2)o1)N1CCN(c2cccc(Cl)c2)CC1 (stereo unspecified) | -6
O=C(Nc1c(C(=O)Nc2ccc(F)cc2)cnn1-c1ccccc1)c1ccccc1F | 9
CC(=O)c1c(C)n(-c2ccccc2Br)c2ccc(O)cc12 | -10
CCOC(=O)c1c(NC(=O)CCCn2nc(C)c([N+](=O)[O-])c2C)sc2c1CCC(C)C2 (stereo unspecified) | -8
CCN1C(=O)N(C)C(N(O)C(=O)NC)C1(C)C (stereo unspecified) | -7
O=C(NC1CCS(=O)(=O)C1)c1ccc(Br)cc1 (stereo unspecified) | -10
CCOC(=O)CN1NC2(CCCCCCC2)NC1=S | 6
O=[N+]([O-])c1ccc(Cl)c(C2Nc3ccccc3S(=O)(=O)N2Cc2ccccc2)c1 (stereo unspecified) | -4
O=C(C1CCCN(S(=O)(=O)c2cccs2)C1)N1CCN(C2CCCCC2)CC1 (stereo unspecified) | -15&-5
O=c1c2ccccc2nc(C=Cc2ccc([N+](=O)[O-])cc2)n1-c1cccc(C(F)(F)F)c1 | 5
CCC(Sc1nnc2c3ccccc3n(C)c2n1)C(=O)N1CCCc2ccccc21 (stereo unspecified) | -9
O=C(CCc1nc(-c2ccccc2F)no1)NCCN1CCN(c2ccccc2F)CC1 | -8
O=C(Nc1c(C(=O)N2CCC(Cc3ccccc3)CC2)cnn1-c1ccccc1)c1ccc(Br)cc1 | -2
COc1ccc(CNC(=O)CCN2C(=O)COc3ccccc32)cc1 | -7
O=C(Nc1nc(-c2ccc3c(c2)Cc2ccccc2-3)cs1)c1ccccc1 | -3
Cc1ccc(C23CC4CC(CC(C(=O)NC(C)(C)CO)(C4)C2)C3)cc1 | 0
N#C/C(C(=O)N1CCOCC1)=C1\Nc2ccccc2S1 | -8
COc1ccc(CCNC(=O)c2noc3c2CCCC3)cc1OC | -2
O=C(NCc1ccco1)C1CCC(CNS(=O)(=O)c2cccc3cccnc23)CC1 (stereo unspecified) | -6
COC(=O)CCC(=O)Nc1ccc(NC(C)=O)cc1 | -16
CCOc1ccc2nc(NC(=O)c3ccncc3)sc2c1 | -6
Cc1cccc(NC(=O)Cn2c(=O)oc3ccccc32)n1 | 4
CC(=O)NC(c1ccc(C)cc1)c1cc(Cl)c2cccnc2c1O (stereo unspecified) | 2
CC(=O)N1CCc2cc(C(=O)CN3CCN(C(=O)c4ccco4)CC3)ccc21 | -8
COCCCNc1oc(-c2ccccc2F)nc1C#N | 4
CCCCn1c(=S)[nH]c2c(sc3ccc([N+](=O)[O-])cc32)c1=O | -4
O=C(Nc1nnc(Cc2ccc(F)cc2)s1)C1CCCCC1 | 4
COc1ccc2[nH]c(=O)c(CN(C(C)=O)C3CCCCC3)cc2c1 | -2
c1ccc(CSc2nncn2-c2ccccn2)cc1 | 1
COc1ccc(OC)c(NC(=O)Cn2cnc3sc(C)c(C)c3c2=O)c1 | -6
COC(=O)c1ccc(C=Nc2ccc(-c3nc4cc(C)c(C)cc4o3)cc2)cc1 | -10
New compounds follow
SMILES | 14-3-3 PPI
C=CCSC1=C(C#N)C(c2ccccc2OC)CC(=O)N1 (stereo unspecified) | -8
O=C1c2ccccc2C(=O)N1CCc1cn2c(n1)SCC2 | -1
O=C1c2ccccc2NC(c2cccc(O)c2)N1c1ccc(Cl)cc1 (stereo unspecified) | -11
Cc1cc(=O)oc2cc(OCC(=O)OCC(=O)c3ccc(Br)cc3)ccc12 | -17
CSc1ccccc1NC(=O)CN(Cc1ccccc1)S(C)(=O)=O | -9
O=C(O)c1nn(-c2ccccc2)nc1-c1nn(-c2ccccc2)nc1C(=O)O | 2
CCOC(=O)C1CCCN(C(=O)c2sc3nc(-c4ccccc4)cn3c2C)C1 (stereo unspecified) | -3
CC1(C)CC(=O)C(C(c2cccc([N+](=O)[O-])c2)C2C(=O)CC(C)(C)CC2=O)C(=O)C1 | -4
O=C(c1ccccc1)c1ccc(N2CCNCC2)cc1 | 6
CC1(C)CC(=O)c2sc(NS(C)(=O)=O)nc2C1 | 1
CCOC(=O)NC(CC(=O)O)c1ccc(OCC)cc1 (stereo unspecified) | -10
Cc1cc(C)nc(NS(=O)(=O)c2ccc(NC(=O)c3ccc4c(c3)OCO4)cc2)n1 | -19
COc1ccc(CC(=O)Oc2c(S(=O)(=O)c3ccccc3)c(C)nn2C(C)(C)C)cc1OC | -2
COc1ccc(C(=O)Nc2cc3c(ccc4ccccc43)oc2=O)cc1OC | -2
CC(=O)c1ccc(NC(=O)c2cccc(N3C(=O)c4ccccc4C3=O)c2)cc1 | -3
C=CCn1c(SCC(=O)c2cccs2)nc2sc(CC)cc2c1=O | 1
Cn1nc(CC(=O)NCc2ccc(F)cc2)c2ccccc2c1=O | -7
O=C(CCCc1ccccc1)NCCN1CCOCC1 | 7
Cc1ccc(C2/C(=C(\O)c3ccccc3)C(=O)C(=O)N2CCCN(C)C)o1 (stereo unspecified) | -9
COc1ccc(Nc2nnc(-c3cc4cc(Cl)ccc4oc3=O)s2)c(OC)c1 | -3
CCC(Sc1n[nH]c(=O)[nH]c1=O)C(=O)O (stereo unspecified) | 5
CCC(Sc1nnc(-c2ccc(C)c(Cl)c2)n1CC)C(=O)Nc1nccs1 (stereo unspecified) | -10
Cc1ccc(SC(C(=O)c2ccccc2)C(c2ccccc2)C(C#N)C#N)cc1 (stereo unspecified) | -7
O=C(c1ccco1)N1CCN(S(=O)(=O)c2ccc3[nH]c(=O)sc3c2)CC1 | 1
CC1CC(C)CN(C(=O)CNC(=O)Cn2ccc3ccccc3c2=O)C1 (stereo unspecified) | -1
COc1ccccc1CNC(=O)c1ccc(S(=O)(=O)N(C)C)cc1 | 2
CCOc1ccc2cc(C3CC(c4ccc(OC)cc4)=NN3C(=O)c3ccccc3)c(Cl)nc2c1 (stereo unspecified) | -7
COc1cc(NC(=O)c2cn(-c3ccccc3)nc2-c2ccccc2)cc([N+](=O)[O-])c1 | -8
Cc1cc(C)n(C(=O)C(C)N2C(=O)c3ccccc3C2=O)n1 (stereo unspecified) | -6
Cc1cc2cc(CNC(=O)NC3CCCCC3)ccc2[nH]1 | -10&-7
COc1cccc2cc(C(=O)C[n+]3ccc(N(C)C)cc3)c(=O)oc12 | -5
NCCCC(=O)O | -5
CCSc1nnc2c(Cl)cc(Cl)cn12 | -5
COc1cccc(Cn2c(OCC3CCCO3)nc3c2c(=O)n(C)c(=O)n3C)c1 (stereo unspecified) | -6
CCOC(=O)c1cccc(NC(=O)CN2C(=O)C3C4C=CC(C4)C3C2=O)c1 (stereo unspecified) | -1&3
COc1ccc(CCN=C2SCC(=O)N2C)cc1OC | -14
CCOc1ccc(C2=Nn3c(nnc3-c3ccc(OC)cc3)SC2)cc1 | -2
Cc1ccc(-c2nc(C#N)c(NCCCn3ccnc3)o2)cc1 | -9
CCc1oc2ccccc2c1C(=O)CCN1CCCCC1 | -12
O=c1[nH]c2cc([N+](=O)[O-])c([N+](=O)[O-])cc2[nH]c1=O | -1
O=C(NCc1ccccc1)c1cnsn1 | -6
Cc1cc(C)cc(OCCn2c(-c3ccc(Cl)cc3)nc3ccccc3c2=O)c1 | -2
O=C(CSc1nnc(-c2ccco2)o1)c1ccc(F)c(F)c1 | -6
CC(C)COC(=O)C1C2C=CC3(CN(Cc4ccco4)C(=O)C13)O2 (stereo unspecified) | -1
O=C(O)C1C2CCC(O2)C1C(=O)NCCC1=CCCCC1 (stereo unspecified) | -4
CC1C=CCC2C(=O)N(c3ccc(Oc4ccc(Cl)cc4)cc3)C(=O)C12 (stereo unspecified) | 0
COc1ccc(CNC(=O)c2cn(CC(C)C)c(=O)c3cc(OC)c(OC)cc23)cc1 | 1
N#Cc1cc2cc3c(cc2nc1SCC(=O)OC1CCCCC1)OCO3 | -4
O=C(CSc1nnnn1-c1ccccc1)N1CCc2ccccc21 | -4
COC(=O)c1ccc(NC(=O)C2Cc3ccccc3CN2S(=O)(=O)c2cccs2)cc1 (stereo unspecified) | -10
CC(=O)NCCCCCC(=O)N1c2ccccc2Sc2ccc(Cl)cc21 | -10
O=C(Nc1nccs1)c1ccc([N+](=O)[O-])cc1Cl | -6
COc1ccc(Cc2nnc(SCC(=O)N3CCc4ccccc4C3)o2)cc1 | -2
O=C(COc1ccc(F)c(Cl)c1)c1ccc[nH]1 | -36
CC(C)C1N=C2c3ccccc3N=C(SCC(=O)c3ccc(O)c(O)c3)N2C1=O (stereo unspecified) | 1&-4
CCOC(=O)c1ccccc1NC(=O)c1nn(-c2ccc(OC)cc2)c(=O)c2ccccc12 | 0
Cc1[nH]nc2nc3c(c(OC(=O)c4ccccc4)c12)c(=O)n(C)c(=O)n3C | -7
CCCCCn1c(=S)[nH]c2ccccc2c1=O | 2
O=CNc1ccccc1Oc1ccccc1Cl | 7
CCCNC(=O)c1[nH]c(C)c(C(C)=O)c1C | -4&-2

Exported field by field: entries from further up
> O=C(NCc1ccccc1)c1cnsn1
  14-3-3 PPI: -6

> CCOC(=O)c1ccccc1NC(=O)c1nn(-c2ccc(OC)cc2)c(=O)c2ccccc12
  14-3-3 PPI: 0

Next section.
SMILES | 14-3-3 PPI
O=C(Nc1cc(Cl)ccc1OC(=O)c1cccs1)c1cccs1 | -11
COCCNC(=O)CCSCc1cccc(Cl)c1 | -6
CCCNC(=O)C1=C(C)C(=O)OC12CCC(C)CC2 (stereo unspecified) | -8
COc1ccccc1Cn1c(SCC(=O)NCc2ccccc2Cl)nc2ccccc2c1=O | 0
O=C(COc1ccccc1)Nc1c2c(nn1-c1ccc([N+](=O)[O-])cc1)CSC2 | -4
O=C1NC(=S)NC(=O)C1C(O)c1cc(Br)ccc1OCc1ccccc1F (stereo unspecified) | -90
c1ccc(-c2nn3c(Cn4nnc5ccccc54)nnc3s2)nc1 | -2
COc1cc(-n2c(C)nc3cc(C(=O)NCC4CCCO4)ccc32)cc(OC)c1OC (stereo unspecified) | -24
CN(C)S(=O)(=O)N1CCN(S(=O)(=O)c2ccc(F)cc2)CC1 | -1

Structural class: the entries above containing an aryl thioether with sulfur outside any ring (13)
SMILES | 14-3-3 PPI
CCC(Sc1nnc2c3ccccc3n(C)c2n1)C(=O)N1CCCc2ccccc21 (stereo unspecified) | -9
c1ccc(CSc2nncn2-c2ccccn2)cc1 | 1
CSc1ccccc1NC(=O)CN(Cc1ccccc1)S(C)(=O)=O | -9
C=CCn1c(SCC(=O)c2cccs2)nc2sc(CC)cc2c1=O | 1
CCC(Sc1n[nH]c(=O)[nH]c1=O)C(=O)O (stereo unspecified) | 5
CCC(Sc1nnc(-c2ccc(C)c(Cl)c2)n1CC)C(=O)Nc1nccs1 (stereo unspecified) | -10
Cc1ccc(SC(C(=O)c2ccccc2)C(c2ccccc2)C(C#N)C#N)cc1 (stereo unspecified) | -7
CCSc1nnc2c(Cl)cc(Cl)cn12 | -5
O=C(CSc1nnc(-c2ccco2)o1)c1ccc(F)c(F)c1 | -6
N#Cc1cc2cc3c(cc2nc1SCC(=O)OC1CCCCC1)OCO3 | -4
O=C(CSc1nnnn1-c1ccccc1)N1CCc2ccccc21 | -4
COc1ccc(Cc2nnc(SCC(=O)N3CCc4ccccc4C3)o2)cc1 | -2
COc1ccccc1Cn1c(SCC(=O)NCc2ccccc2Cl)nc2ccccc2c1=O | 0
